From PubChem
sdo1 growth: growth rescue of sdo1-depleted yeast, primary screen, S. cerevisiae, bone marrow failure model. S. cerevisiae sdo1-depleted JHY4D growth rescue, OD600 30 h; hits give high values; pdr5 snq2 efflux-pump mutant strain. z-score at 10 µM. 140,000 tested, 0.21% active. AID 817, 2007;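 active = z-score above 3 at both the 24 hr and the 30 hr optical density reads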;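 also: z-score against mean and SD of all compound wells on the same plate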
Insulin prom inh: inhibitors of insulin promoter-driven GFP, primary screen, imaging, TRM-6 cells (human fetal islet line), eGFP reporter, cell count | inhibition, % at 2 µM | AID 1273, 2008 | 130,000 tested, 0.9% active | reporter expression induced with tamoxifen;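 active = inhibition above the mean plus 3 SD, with well images judged a real hit on visual review, cut at about 60% in these data, passing the limit was not always enough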
sdo1 growth Rescue 24 h: recorded beside sdo1 growth, whose call it bears; z-score; S. cerevisiae sdo1-depleted JHY4D growth rescue, OD600; measured here: growth rescue at 24 h;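 0 is the plate mean of compound wells and units are plate SD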
The depositor's hits bear a star; · = not tested or not shown; & = joins results of further samples; [ ] = dose if it differs, or a comment.

sdo1 growth	sdo1 growth Rescue 24 h	smiles	Insulin prom inh
·	·	CC(C)(C)c1ccc(/C=C2\SC(=O)N=C2N)cc1	-15
·	·	O=S(=O)(Nc1ccc(Cl)cn1)c1ccc(Cl)cc1	-42
1.1	1.2	CC1N/C(=C\C(=O)c2ccccc2)N(O)C1(C)C (stereo not given)	·
-0.54	0.37	c1ccc(CC2CCN(c3nnnn3-c3ccccc3)CC2)cc1	24
0.09	-1	Cc1ccc(NC(=O)COS(=O)c2ccc(C)cc2)cc1 (stereo not given)	0
-1.1	-1.1	O=C(Nc1nnc(CCN2CCOCC2)s1)C1CCCCC1	·
-1.2	-0.5	CCC(=O)n1nc(NCc2ccccc2OC)nc1NCc1ccccc1OC	50
-0.32	-0.46	COc1ccc2nc(NC(=O)CCN3C(=O)c4ccccc4C3=O)sc2c1	-10
·	·	O=C(NN1C(=O)c2ccccc2NC1c1ccoc1)c1ccc([N+](=O)[O-])cc1 (stereo not given)	-7
0	-0.05	S=C(NCc1ccccn1)Nc1ccccc1Cl	-62
-1.4	-0.66	Cc1cc(Nc2ccccc2)nn1C(=O)c1ccc([N+](=O)[O-])cc1	-63
-2.1	-0.87	O=S(=O)(Cc1ccc(Cl)cc1)c1ccccc1-c1nnc(-c2ccccc2)o1	9
-0.43[11.7 µM]	-0.76	Cc1nn(C(C)C(=O)O)c(=O)c2c1sc1ccccc12 (stereo not given)	·
0.35&0.87	2.7&3	Cc1ccc(SCc2ccc(C(=O)Nc3cccc([N+](=O)[O-])c3C)cc2)cc1	·
-0.18	-0.55	CCN(CC)C(=O)C1CCN(S(=O)(=O)c2cccc3nonc23)CC1	3

2 entries drawn at random from those above:
sdo1 growth	sdo1 growth Rescue 24 h	smiles	Insulin prom inh
·	·	CC(C)(C)c1ccc(/C=C2\SC(=O)N=C2N)cc1	-15
-1.4	-0.66	Cc1cc(Nc2ccccc2)nn1C(=O)c1ccc([N+](=O)[O-])cc1	-63

Following part
sdo1 growth	sdo1 growth Rescue 24 h	smiles	Insulin prom inh
1	0.68	CN1C(=O)N(CN2CCCCC2)C2C1N(C)C(=O)N2CN1CCCCC1 (stereo not given)	·
·	·	CC1(c2ccccc2Cl)NC(=O)N(CC(=O)Nc2ccc3c(c2)OCO3)C1=O (stereo not given)	-75
-0.19	-0.42	CCCCC(=O)NS(=O)(=O)c1ccc(N=NN2CCCCC2)cc1	17
-0.27	-0.86	CC(=O)/C(=N\Nc1ccccc1Cl)Sc1cccc2cccnc12	-19
-2.4	-1.7	COc1ccccc1-c1cc(C(F)(F)F)nc(S(=O)(=O)CCCC(=O)N2CCCCC2C)n1 (stereo not given)	7
0.16	1.3	Cc1ccc(OCCSc2nnc(NC(=O)c3ccco3)s2)cc1	30
-0.92	-0.72	COc1ccc(C2c3c(ccc4ccccc34)Oc3ncn4nc(-c5ccco5)nc4c32)cc1OC (stereo not given)	·
0.08	0.8	COC(=O)c1c(-c2ccc(F)cc2)csc1NC(=O)c1ccco1	-14
-0.21	-0.7	COc1ccc(C(N)=S)c(OC)c1	4
0.43	-0.87	Cc1cc2c(c(=O)o1)C(Cc1ccccc1)C(C#N)=C(N)O2 (stereo not given)	22
-1.9	-1.3	CCOc1ccc(/C=N/NC(=O)COc2ccccc2-c2ccccc2)cc1	-4
0.92	-0.07	CCOC1=NS(=O)(=O)c2ccccc21	-2
-0.55	-0.23	COc1ccc(NC(=O)c2c(-c3ccccc3Cl)noc2C)c(OC)c1	-11
0.45	1.8	O=C(Cn1cc(C(=O)c2cccs2)c2ccccc21)NCc1ccc2c(c1)OCO2	·
0.28	-0.02	N#Cc1c(F)cccc1N1CCOCC1	27
0.33	0.08	Clc1ccc(CSc2nnc([C@@H]3CCCN3)o2)cc1	36
-0.07	1.2	CCCCn1nnc(NC(=O)CC23CC4CC(CC(C4)C2)C3)n1	-58
-0.26	-0.47	O=C(CSc1nc2ccsc2c(=O)n1Cc1ccccc1)NCc1ccco1	·
-1.4	2.3	CCCc1cc(C(=O)Nc2cc(OC)c(Cl)cc2OC)no1	·
0.34	0.29	O=C(CC1Sc2ccccc2NC1=O)OC(C(=O)NCCc1ccccc1)c1cccnc1 (stereo not given)	3
-1.7	-1.1	O=C(NC(=S)Nc1cc(-c2nc3ccccc3[nH]2)ccc1Cl)c1ccc2c(c1)OCO2	·
-0.52	-0.42	Cc1ccc(-c2csc3ncnc(Cl)c23)cc1	-28
-0.86	-0.43	CC(/C=C/c1ccc2c(c1)OCO2)=N\NC(=O)c1cccc([N+](=O)[O-])c1	·
-0.07	0.17	CC(C)[C@H](NC(=O)NC1CCCC1)C(=O)O	-34
·	·	CCOC(=O)N1CCN(C(=O)COc2cccc3c2CCN(CC)C3=O)CC1	42
0.47	-0.38	COc1cccc(/C=N/n2cncn2)c1OCC#N	0
·	·	CC(Oc1ccccc1)C(=O)N/N=C/c1ccccn1 (stereo not given)	-53
-0.52	0.19	CC(C)Oc1ccc(C(=O)Nc2ccccc2N2CCCC2)cc1	0
-0.7	-0.73	CCc1ccccc1N1C(=O)c2ccccc2S1(=O)=O	11
0.18	-0.31	COC(=O)C(CCSC)NC(=O)c1cccc([N+](=O)[O-])c1 (stereo not given)	-10
-2.5	-2	CCc1ccc(C(=O)/C=C/c2ccc([N+](=O)[O-])o2)cc1	-160
·	·	COc1cccc(-c2nn(-c3ccccc3)cc2CN2CCCO2)c1	26
0.06	-0.59	NC(=O)N(CCC(=O)O)c1ccccc1	-8
-0.79	-0.42	CCc1ccc(Nc2nnc(SCC(=O)Nc3cccnc3Cl)s2)cc1	·
-1.2	-0.94	CCOc1ccc(N(CC(=O)NC2CCCCCC2)S(=O)(=O)c2c(C)noc2C)cc1	·
-0.77	-1.5	CCc1ccc(/C=N/NC(=O)c2c[nH]c3ccccc23)s1	46
-0.2	0.37	Cc1ccc(N(C(=O)c2csnn2)C(C(=O)NC(C)(C)C)c2ccncc2)cc1 (stereo not given)	-17
2.5	2.8	Cc1nnc(SCC(=O)N2CCC(C(N)=O)CC2)s1	57
0.71	0.97	O=C(COC(=O)CCOc1ccccc1)Nc1ccc(Cl)cn1	-26
-1.8	-0.18	COc1cc2c(=O)n(Cc3ccco3)c(=O)n(CC(=O)c3ccc(Br)cc3)c2cc1OC	-3
-1.4	-1.3	COC(=O)c1c(NC(=O)C2CC2)sc2c1CCCC2	·
-0.53	-1.7	N#Cc1cc(Br)ccc1N=C1CCCN1c1ccccc1	-22
-0.62	-0.82	O=C(c1ccccc1NS(=O)(=O)c1ccc(Br)s1)N1CCCC1	54
-0.91	-1.1	Cc1cc(NC(=O)COC(=O)c2cc3c(s2)CCC(C)C3)no1 (stereo not given)	3
-0.19	-0.95	CCN1C(=O)/C(=C/c2ccc(OC)c(OC)c2)N=C1SCC(=O)NCc1ccco1	27
0.45	-0.22	CC(=O)Nc1nc(C(F)(F)F)cs1	·
1.7	1.6	Cn1c(SCC(=O)NNC(=O)Cc2ccccc2)nnc1-c1ccccc1	-9
-0.45	-1.1	O=C(NCCCO)c1ccc2[nH]c3ccccc3c2c1	·
-0.12	-0.09	Cc1cc(C)n(-c2nc(SCCN(C)C)c3c4c(sc3n2)COC(C)(C)C4)n1	55
·	·	O=C(COc1ccc(Cl)cc1Cl)NN1C(=O)/C(=C\c2ccc(Cl)cc2)SC1=S	10
-0.67	-0.89	Cn1/c(=N/NC(=O)c2cccc(OC(F)F)c2)sc2ccccc21	46
-0.2	-0.37	CC1CC(C(F)(F)F)n2ncc(C(=O)O)c2N1 (stereo not given)	·
-0.54	-0.94	Cc1cccc(NC(=O)C2CCCN2C(=O)Oc2ccccc2)c1 (stereo not given)	-28
0.54	0.17	COc1ccc(OC)c(NC(=S)NN2CCN(C)CC2)c1	-18
0.02	-0.35	CCCN(C(=S)Nc1ccccc1)C1CCS(=O)(=O)C1 (stereo not given)	23
-0.72	-1.5	O=C(O)c1cc(NCc2ccc(F)cc2)ccc1N1CCOCC1	41
-0.95	-0.8	Nc1ccc2c(c1)CC(=O)c1ccccc1S2	77*
0.71	0.81	O=C(Nc1ccccn1)C(F)(F)C(F)(F)C(F)(F)C(F)(F)C(=O)Nc1ccccn1	-14
-0.21	-0.06	CC1(C)Cc2c(c(N3CCOCC3)nc3snc(NC(=O)c4ccccc4)c23)CO1	27
-0.77	-0.89	N/C(=N\OC(=O)COc1ccc(Br)cc1)c1cccnc1	-10

Following part:
sdo1 growth	sdo1 growth Rescue 24 h	smiles	Insulin prom inh
0.88	0.38	CC(C)CNC(=O)C(=O)NN=C1CCCCCC1	6
·	·	COc1ccc(/C=N/n2c(C)nc3sc(C)c(C)c3c2=O)cc1OC	37
-0.34	-0.39	CC1CC(NC(=O)C2(C)CC2(Cl)Cl)CC(C)(C)C1 (stereo not given)	-19
-0.14	0.34	COCCn1c(=NC(=O)c2ccco2)sc2cc(C(=O)OC)ccc21	·
-1.7	-1.2	COc1ccc2nc(/N=C(\N)NC(=O)N3c4ccccc4Sc4ccccc43)nc(C)c2c1	3
-0.95	-1.6	CCSc1nnc(NC(=O)CSc2nc3c(c(=O)n2C)SC(C)C3)s1 (stereo not given)	36
-0.03	-0.24	CCCS(=O)(=O)c1c(S(=O)(=O)CCC)c2cc(CC)ccn2c1C(=O)OC	·
1	2	Cc1c(C(=O)Nc2nnc(C(F)(F)F)s2)oc2ccccc12	·
-0.13	-1	Cc1ccc(CNC(=O)C2c3ccccc3C(=O)N(C)C2c2c[nH]c3ccccc23)o1 (stereo not given)	-31
·	·	CCOC(=O)c1ccc(NS(=O)(=O)c2ccc(Cl)nc2)cc1	-50
0	0.08	Cc1ccc(N2C(=O)CC(n3ccnc3)C2=O)cc1C (stereo not given)	-10
-0.07	-0.19	C/C(=C\C(=O)c1ccc(Cl)cc1)NCc1ccc2c(c1)OCO2	-13
0.97	0.73	O=C(Nc1cccc(C(F)(F)F)c1)C1CCCN(S(=O)(=O)c2cnc[nH]2)C1 (stereo not given)	15
-0.81	0.07	C=CCn1c(SCc2c(C(=O)OC)sc(N)c2C(=O)OC)nnc1-c1ccc(Br)cc1	-30
-0.39	-0.1	CCCCc1ccc(NC(=O)CSC2=C(C#N)C(c3ccco3)C3=C(CCCC3=O)N2)cc1 (stereo not given)	·

A draw from above in order of SMILES length, ascending.
sdo1 growth	sdo1 growth Rescue 24 h	smiles	Insulin prom inh
-0.95	-0.8	Nc1ccc2c(c1)CC(=O)c1ccccc1S2	77*
0.88	0.38	CC(C)CNC(=O)C(=O)NN=C1CCCCCC1	6
0	0.08	Cc1ccc(N2C(=O)CC(n3ccnc3)C2=O)cc1C (stereo not given)	-10
-0.77	-0.89	N/C(=N\OC(=O)COc1ccc(Br)cc1)c1cccnc1	-10
-0.34	-0.39	CC1CC(NC(=O)C2(C)CC2(Cl)Cl)CC(C)(C)C1 (stereo not given)	-19
1	2	Cc1c(C(=O)Nc2nnc(C(F)(F)F)s2)oc2ccccc12	·
·	·	CCOC(=O)c1ccc(NS(=O)(=O)c2ccc(Cl)nc2)cc1	-50
-0.14	0.34	COCCn1c(=NC(=O)c2ccco2)sc2cc(C(=O)OC)ccc21	·
·	·	COc1ccc(/C=N/n2c(C)nc3sc(C)c(C)c3c2=O)cc1OC	37
-0.03	-0.24	CCCS(=O)(=O)c1c(S(=O)(=O)CCC)c2cc(CC)ccn2c1C(=O)OC	·
-0.21	-0.06	CC1(C)Cc2c(c(N3CCOCC3)nc3snc(NC(=O)c4ccccc4)c23)CO1	27
0.97	0.73	O=C(Nc1cccc(C(F)(F)F)c1)C1CCCN(S(=O)(=O)c2cnc[nH]2)C1 (stereo not given)	15
-0.81	0.07	C=CCn1c(SCc2c(C(=O)OC)sc(N)c2C(=O)OC)nnc1-c1ccc(Br)cc1	-30
-1.7	-1.2	COc1ccc2nc(/N=C(\N)NC(=O)N3c4ccccc4Sc4ccccc43)nc(C)c2c1	3
0.71	0.81	O=C(Nc1ccccn1)C(F)(F)C(F)(F)C(F)(F)C(F)(F)C(=O)Nc1ccccn1	-14

Further results
sdo1 growth	sdo1 growth Rescue 24 h	smiles	Insulin prom inh
0.05	-0.25	Cc1cc(C)cc(-n2c(C)cc(/C=N\NC(=O)COc3cccc4cccnc34)c2C)c1	-64
-0.67	-0.95	CCOc1ccccc1NC(=O)c1ccc(S(=O)(=O)N(C)C)cc1	·
-0.07	0.39	COc1cc(NC(=O)CN2CCN(Cc3ccc4c(c3)OCO4)CC2)cc(OC)c1	41
0.15	0.82	COC(=O)c1cc2ccccc2oc1=O	6
·	·	CCn1c2ccccc2c2cc(CN3CCN(Cc4cc(OC)ccc4O)CC3)ccc21	-91
0.82	1.6	CCC(CC)C(=O)Nc1c2cnn(-c3ccccc3)c2nc(=O)n1-c1ccccc1	·
-1.4	-1.6	CCOC(=O)N1CCC(NS(=O)(=O)c2ccc3c(c2)C(C)(C)C(=O)N3C)CC1	43
-0.68	-0.53	Cc1nc(NCc2ccco2)c(C#N)c2c1COC(C)(C)C2	-26
0.95	-0.34	Cc1c(NC(=O)C(=O)/C=C(/O)c2ccccc2)c(=O)n(-c2ccccc2)n1C	35
0.65	-0.31	O=C(CN(CC1CCCO1)C(=O)CCC(=O)Nc1nccs1)NCc1ccccc1 (stereo not given)	11
0.35	0.33	COc1ccccc1CNc1nc2nc3c(c(=O)n2[nH]1)CCC3	·
0.39	-0.73	CC1Cc2ccccc2N1C(=O)c1cnc2ccccn2c1=O (stereo not given)	-6
·	·	Cc1ccnc(NS(=O)(=O)c2ccc(NC(=O)c3ccc(S(=O)(=O)N(C)C)cc3)cc2)n1	-14
-0.49	-1.3	COc1ccc(Nc2nc(N3CCCC3)c3ccccc3n2)cc1	7

Not all compounds are listed; rates above refer to the full screens.
